Screening data (PubChem BioAssay)
Mcl1-Noxa inh: disrupts binding of human Mcl-1 to Noxa peptide; TR-FRET Mcl-1/Noxa peptide binding, 2 h; inhibition, % at 21.7 µM; 220,000 compounds, 1.5% hits; AID 1022;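 active means compounds that cut the protein-peptide binding signal by more than 50% relative to plate controls in a single-dose test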;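 further: His-tagged Mcl-1 with rhodamine Noxa BH3 peptide and terbium anti-His antibody; 0% = Mcl-1 plus Noxa peptide wells and 100% = peptide-only wells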
Target sequence (Q07820 whole entry, looked up): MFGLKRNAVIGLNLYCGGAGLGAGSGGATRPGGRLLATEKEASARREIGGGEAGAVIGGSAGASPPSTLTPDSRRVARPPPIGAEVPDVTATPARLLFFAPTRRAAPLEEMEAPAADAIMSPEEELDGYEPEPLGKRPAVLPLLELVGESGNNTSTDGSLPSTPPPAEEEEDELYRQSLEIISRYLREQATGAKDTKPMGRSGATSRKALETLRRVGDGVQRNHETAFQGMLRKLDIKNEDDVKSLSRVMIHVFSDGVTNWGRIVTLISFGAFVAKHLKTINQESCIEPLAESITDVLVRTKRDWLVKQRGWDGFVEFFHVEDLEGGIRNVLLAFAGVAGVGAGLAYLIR
Rab2A wt mod: changes GTP binding to wildtype dog Rab2A, up or down; AID 760; GTP binding activity, % at 10 µM; GST-Rab2 wt beads, Bodipy-GTP binding, flow cytometry; 190,000 compounds, 0.19% hits; P61105;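 active means GTP binding activity at least 20 points away from 100%, either lowered or raised; inconclusive means signal likely due to the compound's own green fluorescence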;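 further: 0% = beads with excess unlabeled GTP and 100% = no-compound control corrected for plate trend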
Rac1 mut GTP: alters GTP binding to activated mutant human Rac1 | P63000 | GST-Rac1 activated beads, fluorescent GTP binding, flow cytometry; actives lie on both sides; 100% means binding = to untreated wells | 190,000 compounds, 0.11% hits | percent activity (GTP binding), % at 10 µM;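 active means GTP binding at least 20 percentage points away from the 100% baseline, in either direction, so actives lie on both sides; inconclusive means Compound likely fluorescent itself, or too few beads counted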
Cdc42 wt GTP: modulators (inhibitors or activators) of GTP binding to human Cdc42 wildtype. AID 761. GST-Cdc42 beads, Bodipy-GTP binding, flow cytometry; actives lie on both sides. percent activity (GTP binding), % at 10 µM. 190,000 compounds, 0.2% hits;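 active means percent activity GTP binding at least 20 points away from the 100% baseline, either down as inhibitor or up as activator; inconclusive means compound flagged as likely green fluorescent from well-wide comparison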;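 further: median bead fluorescence of bound Bodipy-FL-GTP at 100 nM; 0% = excess unlabeled GTP control and 100% = no compound control; below 100% means less GTP binding so inhibitor and above means activator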
HRas wt GTP: human HRas wildtype GTP binding, change in either direction. P01112. GST-Ras wt beads, Bodipy-FL-GTP binding, flow cytometry; actives lie on both sides. GTP binding activity, % at 10 µM. 190,000 compounds, 0.14% hits;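 active means GTP binding activity at least 20% away from the 100% baseline, either lowered as inhibitor or raised as activator; inconclusive means flagged as likely green fluorescent, judged across all proteins in the well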;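 further: 0% = unlabeled GTP competition control and 100% = no-compound control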
Rac1 wt GTP bind: alters GTP binding to wildtype human Rac1; GST-Rac1 beads, fluorescent GTP binding, flow cytometry; actives lie on both sides; 0 = cold GTP competed, 100 = untreated; GTP binding activity (% of control), % at 10 µM; 190,000 compounds, 0.27% hits; AID 757;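 active means GTP binding activity at least 20 points away from the 100% control level, either lower or higher; inconclusive means compound flagged as likely green fluorescent, judged across all proteins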
Avidin bead fluor: avidin bead compound fluorescence profile; Avidin beads, compound fluorescence 488/530 nm, flow cytometry; stronger effect = higher value; fluorescence (KMESF) at 10 µM; 220,000 compounds, 0.38% hits; AID 1775; in the data active means fluorescence above about 47; further: inactives centre near 10
Rab7 wt GTP bind: alters GTP binding to wildtype dog Rab7. GST-Rab7 beads, fluorescent GTP binding, flow cytometry; actives lie on both sides; untreated = 100%, excess cold GTP = 0%. GTP binding activity (percent of control), % at 10 µM. 190,000 compounds, 0.055% hits;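 active means fluorescent GTP binding to Rab7 beads changed by at least 20 points from the 100% baseline, either direction, mostly lower; inconclusive means compound itself probably fluorescent, or too few beads counted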;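 further: median green fluorescence of bound Bodipy-FL-GTP per Rab7 bead population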
Pf gamet viab: kills late stage P. falciparum gametocytes. P. falciparum stage V gametocytes, ATP luminescence, 24 h. inhibition, % at 10.9 µM. 150,000 compounds, 0.065% hits;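 active means inhibition above the mean plus 3 SD of compounds within the control limits, set per campaign, cut at about 38% in these data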;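 further: 0% = DMSO wells and 100% = medium only without gametocytes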
ABCB1 inh: human ABCB1 inhibition, ABCG2 as counter-screen. P08183. CCRF-Adr cells, JC-1 efflux, flow cytometry. inhibition, % at 6.6 µM. 190,000 compounds, 0.067% hits. AID 1326; in the data active means inhibition above about 40%;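 further: 0% = vehicle and 100% = reference inhibitor; higher value means more JC-1 retained so stronger ABCB1 efflux block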
ABCG2 inh: human ABCG2 inhibition, ABCB1 as counter-screen | Q9UNQ0 | IgMXP3 cells, JC-1 efflux, flow cytometry | inhibition, % at 6.6 µM | 190,000 compounds, 0.1% hits | AID 1325;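 active means inhibition above 80%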;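 further: 0% = DMSO and 100% = nicardipine control wells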
Target sequence (Q9UNQ0 whole entry, looked up): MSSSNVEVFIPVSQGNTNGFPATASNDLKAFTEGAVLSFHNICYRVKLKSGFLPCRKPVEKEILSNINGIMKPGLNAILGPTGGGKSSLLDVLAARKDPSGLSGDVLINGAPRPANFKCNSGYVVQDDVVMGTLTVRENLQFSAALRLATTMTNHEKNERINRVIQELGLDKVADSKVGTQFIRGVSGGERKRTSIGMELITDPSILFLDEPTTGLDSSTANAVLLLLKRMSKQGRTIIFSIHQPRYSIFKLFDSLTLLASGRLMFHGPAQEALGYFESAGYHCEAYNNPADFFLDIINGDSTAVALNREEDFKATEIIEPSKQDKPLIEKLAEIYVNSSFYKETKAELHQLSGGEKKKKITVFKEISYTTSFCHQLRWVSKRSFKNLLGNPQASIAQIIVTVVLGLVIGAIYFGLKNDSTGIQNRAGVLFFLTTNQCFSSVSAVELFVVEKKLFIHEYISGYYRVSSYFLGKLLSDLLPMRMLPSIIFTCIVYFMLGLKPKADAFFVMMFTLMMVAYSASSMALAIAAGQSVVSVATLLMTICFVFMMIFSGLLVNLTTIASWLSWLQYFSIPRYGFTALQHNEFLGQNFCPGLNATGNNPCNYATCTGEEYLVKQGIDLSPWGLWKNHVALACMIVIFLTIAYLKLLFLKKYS
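Times: 10 min at 25 °C | Test system: Two drug-resistant human cell lines, ABCG2 and ABCB1 | Quantity: 3 million cells/mL final, two lines in 1:1 ratio | Signal: Flow cytometry, 530 nm JC-1 signal | Dosing: Compound at 6.6 µM | Controls: Nicardipine and DMSO wells | Reagent: JC-1 as fluorescent efflux pump substrate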
* hit, by the source's call.

How did CCOc1ccc(NC(=O)c2cc3cc4ccc(C)cc4nc3o2)cc1 do in these assays?
Mcl1-Noxa inh: 12; Rab2A wt mod: 99; Rac1 mut GTP: 96; Cdc42 wt GTP: 102; HRas wt GTP: 101; Rac1 wt GTP bind: 104; Avidin bead fluor: 8; Rab7 wt GTP bind: 97; ABCB1 inh: -0.5; ABCG2 inh: -1

How did Cc1cc(=O)oc(C)c1C(=O)NCCCN1CCN(c2ccc(F)cc2)CC1 do in these assays?
Mcl1-Noxa inh: -4; Rab2A wt mod: 99; Rac1 mut GTP: 101; Cdc42 wt GTP: 101; HRas wt GTP: 100; Rac1 wt GTP bind: 101; Avidin bead fluor: 13; Rab7 wt GTP bind: 99; Pf gamet viab: -7; ABCB1 inh: 0.4; ABCG2 inh: 1

How did CC1(C)CC(=O)c2cc(O)ccc2O1 do in these assays?
Mcl1-Noxa inh: 10; Rab2A wt mod: 96; Rac1 mut GTP: 100; Cdc42 wt GTP: 100; HRas wt GTP: 101; Rac1 wt GTP bind: 103; Avidin bead fluor: 6; Rab7 wt GTP bind: 98; Pf gamet viab: 12; ABCB1 inh: 1.0; ABCG2 inh: 4

What do the screens show for `COc1ccc(C(=O)Nc2ccc(OC)c([N+](=O)[O-])c2)cc1Br`?
Mcl1-Noxa inh: 16; Rab2A wt mod: 92; Rac1 mut GTP: 95; Cdc42 wt GTP: 92; HRas wt GTP: 93; Rac1 wt GTP bind: 94; Avidin bead fluor: 6; Rab7 wt GTP bind: 97; Pf gamet viab: -3; ABCB1 inh: 0.4; ABCG2 inh: 17

Results for CC(=O)N1CCN(CC(=O)Nc2c(Cl)cccc2Cl)CC1 ?
Mcl1-Noxa inh: 25; Rab2A wt mod: 101; Rac1 mut GTP: 99; Cdc42 wt GTP: 103; HRas wt GTP: 103; Rac1 wt GTP bind: 104; Avidin bead fluor: 10; Rab7 wt GTP bind: 98; ABCB1 inh: 0.1; ABCG2 inh: -1

How did COCCn1nnnc1CN(CCc1ccc(OC)c(OC)c1)Cc1cc2ccc(C)cc2[nH]c1=O do in these assays?
Mcl1-Noxa inh: 8; Rab2A wt mod: 99; Rac1 mut GTP: 100; Cdc42 wt GTP: 102; HRas wt GTP: 100; Rac1 wt GTP bind: 102; Avidin bead fluor: 32; Rab7 wt GTP bind: 100; ABCB1 inh: 0.6; ABCG2 inh: 2

What do the screens show for `CS(=O)(=O)N(CC(N)=O)c1ccc(F)c(Cl)c1`?
Mcl1-Noxa inh: -20; Rab2A wt mod: 97; Rac1 mut GTP: 97; Cdc42 wt GTP: 99; HRas wt GTP: 98; Rac1 wt GTP bind: 96; Avidin bead fluor: 14; Rab7 wt GTP bind: 96; Pf gamet viab: -7; ABCB1 inh: -2.7; ABCG2 inh: -2

How did CCOC(=O)N1CCN(C(=O)Cn2ncn3nc(-c4cccs4)cc3c2=O)CC1 do in these assays?
Mcl1-Noxa inh: -10; Rab2A wt mod: 99; Rac1 mut GTP: 98; Cdc42 wt GTP: 100; HRas wt GTP: 100; Rac1 wt GTP bind: 102; Avidin bead fluor: 34; Rab7 wt GTP bind: 100; ABCB1 inh: 0.4; ABCG2 inh: 0

Results for COc1ccc(CCN(C)C(=O)C2CCN(Cc3ccc(C)cc3)CC2)cc1OC ?
Mcl1-Noxa inh: 17; Rab2A wt mod: 98; Rac1 mut GTP: 96; Cdc42 wt GTP: 97; HRas wt GTP: 95; Rac1 wt GTP bind: 97; Avidin bead fluor: 11; Rab7 wt GTP bind: 98; Pf gamet viab: -22; ABCB1 inh: 0.5; ABCG2 inh: 1

Results for Nc1nnnn1/N=C/c1cccc(OCc2ccccc2Cl)c1 ?
Mcl1-Noxa inh: -12; Rab2A wt mod: 99; Rac1 mut GTP: 98; Cdc42 wt GTP: 99; HRas wt GTP: 100; Rac1 wt GTP bind: 101; Avidin bead fluor: 7; Rab7 wt GTP bind: 101; Pf gamet viab: 5; ABCB1 inh: 0.1; ABCG2 inh: 1

What do the screens show for `O=C(c1ccc(Cl)cc1)N1CCN=C1c1ccccc1`?
Mcl1-Noxa inh: 16; Rab2A wt mod: 100; Rac1 mut GTP: 102; Cdc42 wt GTP: 98; HRas wt GTP: 102; Rac1 wt GTP bind: 104; Avidin bead fluor: 7; Rab7 wt GTP bind: 103; Pf gamet viab: -4; ABCB1 inh: 0.7; ABCG2 inh: 6

Results for CCN(CC)CCNC(=O)c1c(C)oc2cc(Br)c(OC)cc12 ?
Mcl1-Noxa inh: 7; Rab2A wt mod: 100; Rac1 mut GTP: 99; Cdc42 wt GTP: 100; HRas wt GTP: 101; Rac1 wt GTP bind: 102; Avidin bead fluor: 10; Rab7 wt GTP bind: 98; Pf gamet viab: 3; ABCB1 inh: 0.8; ABCG2 inh: 14

How did Oc1c(C=Nc2ccccc2)sc2ccccc12 do in these assays?
Mcl1-Noxa inh: -9; Rab2A wt mod: 96; Rac1 mut GTP: 95; Cdc42 wt GTP: 96; HRas wt GTP: 95; Rac1 wt GTP bind: 95; Avidin bead fluor: 13; Rab7 wt GTP bind: 102; Pf gamet viab: -49; ABCB1 inh: -2.4; ABCG2 inh: -7

What do the screens show for `Cc1ccccc1NCCNc1ccccc1C`?
Mcl1-Noxa inh: 3; Rab2A wt mod: 100; Rac1 mut GTP: 99; Cdc42 wt GTP: 98; HRas wt GTP: 99; Rac1 wt GTP bind: 103; Avidin bead fluor: 8; Rab7 wt GTP bind: 99; ABCB1 inh: 0.2; ABCG2 inh: 1

What do the screens show for `COc1ccc(-c2noc(CCc3ccccc3)n2)cc1`?
Mcl1-Noxa inh: -8; Rab2A wt mod: 96; Rac1 mut GTP: 96; Cdc42 wt GTP: 94; HRas wt GTP: 98; Rac1 wt GTP bind: 100; Avidin bead fluor: 11; Rab7 wt GTP bind: 95; Pf gamet viab: -28; ABCB1 inh: 0.0; ABCG2 inh: 11

How did CS(=O)(=O)N1N=C(c2ccco2)CC1c1ccc(Br)cc1 (stereo not given) do in these assays?
Mcl1-Noxa inh: -6; Rab2A wt mod: 99; Rac1 mut GTP: 98; Cdc42 wt GTP: 100; HRas wt GTP: 99; Rac1 wt GTP bind: 101; Avidin bead fluor: 12; Rab7 wt GTP bind: 97; ABCB1 inh: 0.1; ABCG2 inh: -3

How did O=S1(=O)Nc2c(ccc3cccnc23)-c2ccccc21 do in these assays?
Mcl1-Noxa inh: -26; Rab2A wt mod: 101; Rac1 mut GTP: 98; Cdc42 wt GTP: 102; HRas wt GTP: 98; Rac1 wt GTP bind: 100; Avidin bead fluor: 9; Rab7 wt GTP bind: 101; ABCB1 inh: -0.5; ABCG2 inh: 4

Results for O=c1c2ccccc2nc(SCc2nc3ccccc3s2)n1CCCO ?
Mcl1-Noxa inh: 5; Rab2A wt mod: 102; Rac1 mut GTP: 97; Cdc42 wt GTP: 102; HRas wt GTP: 100; Rac1 wt GTP bind: 102; Avidin bead fluor: 7; Rab7 wt GTP bind: 102; Pf gamet viab: 3; ABCB1 inh: 1.6; ABCG2 inh: 0

How did CCOC(=O)C1CCCN(C/C=C/c2ccccc2[N+](=O)[O-])C1 (stereo not given) do in these assays?
Mcl1-Noxa inh: 21; Rab2A wt mod: 99; Rac1 mut GTP: 95; Cdc42 wt GTP: 97; HRas wt GTP: 97; Rac1 wt GTP bind: 98; Avidin bead fluor: 10; Rab7 wt GTP bind: 97; ABCB1 inh: 0.9; ABCG2 inh: 2

How did C(=N\Nc1nc2ccccc2[nH]1)/c1cccs1 do in these assays?
Mcl1-Noxa inh: -30; Rab2A wt mod: 94; Rac1 mut GTP: 93; Cdc42 wt GTP: 98; HRas wt GTP: 98; Rac1 wt GTP bind: 98; Avidin bead fluor: 36; Rab7 wt GTP bind: 94; ABCB1 inh: 0.6; ABCG2 inh: 3

How did O=C(O)c1ccc(NC(=S)N2CCCCC2)cc1 do in these assays?
Mcl1-Noxa inh: 3; Rab2A wt mod: 100; Rac1 mut GTP: 96; Cdc42 wt GTP: 98; HRas wt GTP: 103; Rac1 wt GTP bind: 104; Avidin bead fluor: 22; Rab7 wt GTP bind: 108; ABCB1 inh: 0.3; ABCG2 inh: 0

How did S=C1NNC2(CC3CC2C2CCCC32)NN1 (stereo not given) do in these assays?
Mcl1-Noxa inh: -25; Rab2A wt mod: 107; Rac1 mut GTP: 100; Cdc42 wt GTP: 102; HRas wt GTP: 102; Rac1 wt GTP bind: 99; Avidin bead fluor: 11; Rab7 wt GTP bind: 108; Pf gamet viab: -10; ABCB1 inh: -0.3; ABCG2 inh: 1

How did c1ccc(CSc2ccc3nnc(-c4cccnc4)n3n2)cc1 do in these assays?
Mcl1-Noxa inh: -6; Rab2A wt mod: inconclusive; Rac1 mut GTP: inconclusive; Cdc42 wt GTP: inconclusive; HRas wt GTP: inconclusive; Rac1 wt GTP bind: inconclusive; Avidin bead fluor: 4; Rab7 wt GTP bind: inconclusive; Pf gamet viab: 26; ABCB1 inh: -1.3; ABCG2 inh: 0

How did CC(=O)N1CCc2cc(Br)cc(S(=O)(=O)NCCCN3CCC(C)CC3)c21 do in these assays?
Mcl1-Noxa inh: 9; Rab2A wt mod: 101; Rac1 mut GTP: 103; Cdc42 wt GTP: 105; HRas wt GTP: 104; Rac1 wt GTP bind: 107; Avidin bead fluor: 7; Rab7 wt GTP bind: 101; ABCB1 inh: 0.0; ABCG2 inh: 0

Results for CCOC(=O)c1cc2sc(C)cc2n1CC(=O)NCc1ccc(F)cc1 ?
Mcl1-Noxa inh: -6; Rab2A wt mod: 104; Rac1 mut GTP: 99; Cdc42 wt GTP: 104; HRas wt GTP: 103; Rac1 wt GTP bind: 102; Avidin bead fluor: 11; Rab7 wt GTP bind: 99; Pf gamet viab: -17; ABCB1 inh: 0.5; ABCG2 inh: 2

What do the screens show for `CCCC(=O)Nc1c2c(nn1-c1ccc(OC)cc1)CS(=O)(=O)C2`?
Mcl1-Noxa inh: 6; Rab2A wt mod: 102; Rac1 mut GTP: 98; Cdc42 wt GTP: 104; HRas wt GTP: 102; Rac1 wt GTP bind: 102; Avidin bead fluor: 10; Rab7 wt GTP bind: 103; ABCB1 inh: 0.3; ABCG2 inh: 0

Results for CC(=O)Nc1ccc(Sc2ccccc2C(=O)O)cc1 ?
Mcl1-Noxa inh: 9; Rab2A wt mod: 94; Rac1 mut GTP: 95; Cdc42 wt GTP: 95; HRas wt GTP: 93; Rac1 wt GTP bind: 95; Avidin bead fluor: 10; Rab7 wt GTP bind: 95; Pf gamet viab: 5; ABCB1 inh: 0.7; ABCG2 inh: 5
